Assay outcomes: PubChem BioAssay, National Center for Advancing Translational Sciences (NCATS)
BRCT inh red: BRCT-phosphoprotein interaction inhibition (red fluorophore); Potency, µM (doses to about 76.9 µM), inactives show at the highest dose activity change, negative = inhibition, actives largely listed as inhibitors; P38398; 75,000 tested, 0.03% active; BRCT-phosphopeptide binding, red fluorescence polarization; AID 892; further: on the % scale 0 is the no-effect control and ±100 the full control effect
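Fluorescence polarization: 100 nM His-tagged BRCA1 BRCT with 100 nM TAMRA-labelled phospho-BACH1 decapeptide, phosphate buffer pH 7.3 with 150 mM NaCl, DTT, 0.01% Tween 20; 12 min RT. Binding inhibition seen as FP decrease.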
HEK293 cAMP cs: parental HEK293 cAMP activation (counter-screen); parental HEK293 CNG cAMP sensor, membrane potential fluorescence; Potency, µM (doses to about 57.1 µM), for the others: at the top dose activation, actives largely listed as activators; 73,000 tested, 2.5% active; further: potency means the concentration at half of the fitted maximal effect; % of control where 0% means no effect; nearly all actives have a fitted effect of over 55% in size
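Parental HEK 293 cells stably expressing a modified CNG channel (no TSHR) report cAMP rise as membrane depolarization. Membrane potential dye with 100 uM RO 20-1724 was loaded for 60 min at room temperature, then compound added for 30 min; fluorescence read at 590 nm.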
Casp7 inh: caspase-7 (human) inhibition, allosteric or competitive; recombinant caspase-7, Ac-DEVD-AFC fluorescence rate; Potency, µM (top dose mostly 57.5 µM), inactives show at the highest dose activity change, negative = inhibition, hits mostly inhibitors; 75,000 tested, 0.02% active; active means well fitted inhibition curve with a large enough effect in the main read-out, with a control signal flat, not every such curve was filed as active; inconclusive means small, poorly fitted or top-dose-only effect, or a change in a side signal; further: potency means the concentration at half of the fitted maximal effect; % of control where 0% means no effect
BRCT inh green: BRCA1 BRCT-phosphoprotein interaction inhibition. P38398. BRCA1 BRCT-phosphopeptide binding, green fluorescence polarization. Potency, µM (highest dose often 76.9 µM), without a hit: top-dose activity change, negative = inhibition, most hits filed as inhibitors. 75,000 tested, 0.05% active. AID 875;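 further: potency means the concentration at half of the fitted maximal effect; plate controls were peptide without protein for full effect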
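Fluorescence polarization: His-tagged BRCT (~35 kDa BRCA1 C-terminus, 250 nM) bound to 100 nM fluorescein-labeled phosphorylated 10-aa BACH1 peptide, pH 7.3 phosphate buffer with DTT and Tween 20. Compounds incubated 12 min at room temperature; inhibition read as lowered polarization.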
Fluorescein fluor: compound fluoresces in the fluorescein spectral region; Compound autofluorescence, 480/540 nm, fluorescein-equivalent; stronger effect = higher value; max fluorescein-equivalent concentration, M; 59,000 tested, 0.91% active; in the data active means max fluorescein-equivalent concentration above about 10 nM; inconclusive means between about 1.1 nM and that limit
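In this qHTS profile, compound fluorescence was measured with a 480 nm/540 nm filter pair following a 15-min room-temperature incubation in 100 mM Tris (pH 8.0). A six-point fluorescein series on each plate served for normalization.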
Caspase-1 inhib: caspase-1 (human) inhibition, allosteric or competitive. P29466. Caspase-1 enzyme, Ac-WEHD-AFC fluorogenic rate. AID 900. 75,000 tested, 0.03% active. Potency, µM (highest dose often 57.5 µM), for inactives: at the top dose activity change, negative = inhibition, actives largely listed as inhibitors;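 further: potency means the concentration at half of the fitted maximal effect; plate controls were vehicle for no effect and no substrate for full effect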
Epigenetic mod: epigenetic GFP locus derepression in mouse cells. mouse C127i GFP locus derepression, cytometry, 30 h. Potency, µM (series often up to 46.1 µM), for the others: at the highest dose GFP derepression (activation). 68,000 tested, 0.09% active; further: % of control where 0% means no effect
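Murine C127i mammary cells carrying a silenced, stably integrated CMV-driven GFP reporter were treated with compound for 30 hours at 37 C. After PBS washes, GFP-positive cells were counted by laser-scanning microplate cytometry.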
A350 fluor: compounds fluorescent in Alexa 350 spectral region. Compound autofluorescence, 340/450 nm, Alexa 350 dye-equivalents; stronger effect = higher value. max dye-equivalent concentration, M. 59,000 tested, 11% active. AID 590; in the data active means max dye-equivalent concentration above about 10 nM; inconclusive means mostly about 1.1 nM to 9.6 nM
USP2a inh: USP2a (human) protease inhibition; Potency, µM (doses to about 38.3 µM), for the others: at the top dose activity change, negative = inhibition, most hits filed as inhibitors; USP2a enzymatic assay, qHTS inhibition; 60,000 tested, 0.1% active; AID 927; O75604;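 further: potency means the concentration at half of the fitted maximal effect; nearly all actives have a fitted effect of over 60% in size; plate controls were DMSO for no effect and NEM full inhibition control for full effect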
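Inhibition is measured in a cell-free coupled assay with 20 nM USP2 core, 20 nM Ub-PLA2 and 20 uM NBD C6-HPC, 2.5 h incubation. Activity normalized to NEM control.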
4MU fluor: compound fluoresces in the 4-MU spectral region; max dye-equivalent concentration, M; compound autofluorescence, 340/450 nm, 4-MU equivalents; stronger effect = higher value; 59,000 tested, 11% active; in the data active means max dye-equivalent concentration above about 10 nM; inconclusive means mostly about 1.1 nM to 9.6 nM
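Intrinsic fluorescence at 340/450 nm (ex/em) was read after 15 min at room temperature in pH 8.0, 100 mM Tris. Each compound concentration expressed as 4-MU-equivalent concentration from a six-point 4-MU standard series on each plate.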
UbGFP stabilizer: inhibits proteasome, raising ubiquitin-GFP reporter fluorescence; Ubiquitin-GFP reporter cells, proteasome inhibition, GFP fluorescence; response scale: untreated = 0%, 10 µM MG-132 = 100%; Potency, µM (series often up to 45.9 µM), inactives show at the top dose activation (GFP accumulation), usual class: activators; 67,000 tested, under 10 active; AID 526; active means well fitted activation curve with a large enough effect, not every such curve was filed as active; inconclusive means small, poorly fitted or top-dose-only effect, or another doubt; inactive means no such curve, though single readings can be large or run the other way; further: potency means the concentration at half of the fitted maximal effect
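GFP accumulation read-out: laser plate cytometry counting ubiquitin(G76V)-GFP-expressing U2OS cells after 4 hr compound exposure at 37 °C. Titrations spanned 46 uM to 2.9 nM; 0% = basal, 100% = 10 uM MG-132; concentration-response curves fitted.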
* hit, by the source's call; i = inactive; ? = inconclusive; . = no result given; [ ] = remark or other dose. Unless noted, the call rests on the fitted dose curve; in most records, active means well fitted curve in the direction sought with a large enough effect; inconclusive means small, poorly fitted or top-dose-only effect, or another doubt; inactive means no such curve, though single readings can be large; an effect the other way counts as inactive or inconclusive. An excerpt (hit frequency here may not be typical).

molecule | BRCT inh green | UbGFP stabilizer | USP2a inh | A350 fluor | 4MU fluor | BRCT inh red | Epigenetic mod | Casp7 inh | Caspase-1 inhib | HEK293 cAMP cs | Fluorescein fluor
Cc1cccc(N2CCN(C(=O)c3ccc(N4CCCC4=O)cc3)CC2)c1C | -0.9% | 3% | 8% | i | i | -2.2% | 4% | 0% | 0% | ? | i
CCCCOc1cccc(C(=O)N(Cc2cccs2)C2CCS(=O)(=O)C2)c1 (stereo not drawn) | -0.5% | . | 8% | i | i | 0.3% | 4% | -2% | -1% | ? | ?
O=C(CCCC(=O)n1cnc2ccccc21)n1cnc2ccccc21 | -1.3% | 8% | -3% | . | . | 1.7% | 0% | 2% | 2% | 7% | .
N/C(CC(=O)NCCOc1ccccc1)=N\O | -1.2% | 1% | -4% | i | i | -2.0% | 18% | -1% | 1% | 2% | i
N#CC1(c2ccccc2)CCCN1C(=O)c1ccco1 (stereo not drawn) | -0.1% | -3% | -1% | . | . | 0.1% | -2% | 0% | 1% | 18% | .
Cc1ccc(-c2nc(CSCC(=O)NCCCN3CCOCC3)c(C)o2)cc1 | -2.4% | 26% | 4% | i | i | -0.7% | 1% | 1% | 2% | 8% | i
c1ccc(CCc2nn3c(Cc4ccccc4)nnc3s2)cc1 | 0.4% | 6% | -4% | i | i | 9.7% | 0% | 2% | -1% | -20% | ?
CCCS(=O)(=O)N1CCCC(C(=O)NCCCN(Cc2ccccc2)C(C)C)C1 (stereo not drawn) | 0.5% | 13% | 8% | i | i | -4.3% | 7% | 2% | 1% | 5% | i
Cc1ccc(N2CCN(CC(O)COC3CCCCC3)CC2)cc1 (stereo not drawn) | -4.2% | 1% | 14% | i | i | -0.5% | -2% | 1% | 2% | 10% | ?
COc1ccc(NC(=O)c2cc(OC)c(OC)cc2OC)c(S(=O)(=O)N2CCOCC2)c1 | -0.8% | -4% | 0% | i | i | 0.2% | -1% | -4% | 3% | 1% | i
COc1cc(S(=O)(=O)N2CCOCC2)ccc1NC(=O)c1cc2c(s1)CCC2 | 1.8% | -1% | 25% | i | i | -0.3% | -2% | -2% | -2% | ? | i
COc1cccc(C2CC(C(F)(F)F)n3ncc(C(=O)O)c3N2)c1 (stereo not drawn) | -3.1% | 0% | -1% | ? | i | -0.8% | 5% | 0% | 0% | 7% | i
Cn1nnc(NC(=O)c2ccco2)n1 | -1.0% | 0% | -7% | i | i | -0.7% | -3% | -2% | 0% | 5% | i
CCC(=O)NC1(C(F)(F)F)C(=O)NC(C)=C1C#N (stereo not drawn) | -3.5% | -12% | -5% | i | i | 1.2% | 3% | 2% | 0% | -1% | i
Cc1ccc(-n2c(SCC(N)=O)nnc2-c2ccccn2)cc1 | -0.6% | -7% | 8% | i | i | 2.2% | 2% | 1% | 0% | 3% | ?
CN(c1ccc(C(=O)NC2CC2)cc1)S(=O)(=O)c1ccccc1 | -1.2% | 1% | 1% | ? | i | -0.1% | 6% | 0% | 0% | 2% | i
CCOC(=O)N1CCN(C(=O)c2ccc(Cl)c(S(=O)(=O)Nc3ccccc3)c2)CC1 | -1.6% | -1% | -6% | i | i | -1.7% | 3% | 0% | -1% | 5% | ?
COC(=O)c1ccc(N/C(C)=C/C(=O)c2ccc(C)o2)cc1 | -0.3% | 6% | -2% | 3.6e-08M* | 3.3e-08M* | 0.6% | 0% | -2% | 0% | 12% | ?
Cc1cc2c(cc1C)NC1(C(=O)Nc3ccccc31)C1=C(CC(C)(C)CC1=O)N2 (stereo not drawn) | 1.1% | 0% | 16% | i | i | -1.6% | -3% | 0% | 2% | -4% | i
Cc1nc2nc(-c3ccco3)nn2c(C)c1Cl | 0.2% | -2% | -10% | ? | ? | -0.8% | 3% | -1% | -1% | 8% | i
O=C(NCc1ccc2c(c1)OCO2)C1CCN(S(=O)(=O)c2cccs2)CC1 | -1.3% | -10% | 1% | i | i | -1.5% | 1% | 0% | -2% | 7% | i
CCCCOc1ccc(CSc2n[nH]c(C)n2)cc1 | -0.6% | 14% | 3% | i | i | 0.3% | 0% | 1% | 0% | 10% | i
Cc1ccc(OCCN2C(=O)c3ccccc3C2=O)c(C)c1 | -0.1% | -8% | -11% | i | i | -2.8% | -3% | -6% | -2% | ? | i
COC(=O)c1sccc1NC(=O)C1CC=CCC1C(=O)O (stereo not drawn) | -0.6% | -4% | -2% | i | i | -0.1% | 2% | 0% | -1% | ? | i
CCCC(=O)Nc1ccccc1-c1nnn(CC(=O)Nc2ccc(OC)cc2)n1 | 0.0% | -6% | 57%[activator] | i | i | 1.3% | 0% | -1% | 1% | 5% | i
CCn1c2ccccc2c2nn(C)c(=N)nc21 | -0.3% | 1% | 4% | i | i | 0.3% | 0% | -2% | 1% | 23% | i
CC(NC(=O)Cc1ccsc1)c1ccc(S(N)(=O)=O)cc1 (stereo not drawn) | -2.0% | -2% | -5% | i | i | -0.4% | 1% | 0% | 2% | 0% | i
CN1C(=O)C(O)(c2sc(N)nc2-c2ccccc2)c2ccccc21 (stereo not drawn) | -0.7% | 4% | -6% | i | i | -0.5% | 2% | 8% | 0% | 17% | i
C[C@H]([C@@H](N)C(=O)N[C@@H](C(=O)O)[C@@H]1O[C@H](n2ccc(=O)[nH]c2=O)[C@@H](O)[C@H]1O)[C@@H](O)c1ccc(O)cn1 | -1.9% | . | . | . | . | 0.4% | . | 1% | -5% | -2% | .
Cc1ccccc1OCc1nc(-c2ccc(NC(=O)c3ccco3)cc2)no1 | 1.2% | -3% | 17% | i | i | -0.9% | -5% | -2% | 1% | 6% | i
COC(=O)c1c(C(=O)OC)c(C)n(Cc2ccco2)c1C | -1.3% | 13% | 1% | i | i | 0.0% | -3% | -2% | -1% | ? | i
c1ccc2c(-c3nc(-c4ccncc4)no3)cccc2c1 | 2.1% | 6% | 3% | ? | ? | -2.9% | 1% | -3% | -3% | 20% | i
Cc1cc(C)n(-c2nc3c(c(=O)[nH]c(=O)n3C)n2CCc2ccccc2)n1 | -0.7% | -1% | 34%[activator] | i | i | -1.4% | 5% | -1% | -1% | ? | i
CCOC(=O)Cc1csc(NC(=O)CSc2nnnn2-c2ccc(CC)cc2)n1 | -1.0% | -7% | 15% | i | i | 1.0% | -2% | -4% | -4% | ? | i
CCn1c(SCc2ccccc2)nnc1-c1cccs1 | 0.8% | 0% | 1% | i | i | -3.3% | 2% | 1% | 0% | ? | i
O=C(N1CCOCC1)n1nnc2ccccc21 | 0.2% | . | . | . | . | -0.5% | . | -1% | -2% | 11% | .
Cc1sc(NC(=O)c2ccc(Cl)s2)c(C(N)=O)c1C | -1.3% | -2% | 1% | 8.6e-08M* | 6.8e-08M* | -1.4% | 3% | ? | ? | -20% | i
CC(C)(C)NC(=O)COc1ccc(CNn2nnnc2N)cc1 | -1.5% | 4% | . | i | i | -0.4% | -2% | 0% | 0% | 6% | i
CC(C)OC(=O)CCc1nc2ccccc2[nH]c1=O | 0.5% | 3% | 8% | 1.4e-07M* | 1.3e-07M* | -1.2% | 2% | 2% | -1% | -1% | ?
CCC1(NC(C)=O)CC2CC1CC2NC(C)=O (stereo not drawn) | -6.6% | -1% | 1% | ? | i | 0.7% | 2% | 0% | 3% | 3% | ?
CCn1c(=O)cc(OCC(=O)NCc2ccc(C)o2)c2ccccc21 | -2.5% | 21% | 12% | i | i | -2.2% | 2% | -3% | -1% | 0% | i
CCCc1cc(C(N)=O)c(NC(=O)c2ccoc2C)s1 | 3.9% | -4% | 35%[activator] | i | i | 0.1% | 0% | -8% | -14% | -2% | i
CN(C)/C=C(\C#N)c1nc2ccccc2[nH]1 | 0.3% | -1% | -4% | i | i | 1.3% | 1% | 2% | -1% | -8% | i
S=P(c1ccc(N2CCOCC2)cc1N1CCOCC1)(N1CCOCC1)N1CCOCC1 | -0.6% | 1% | 4% | i | i | 2.1% | 9% | -5% | 0% | -7% | i
CCCCNC(=O)CN(C1CCCCC1)S(C)(=O)=O | -4.7% | 2% | 2% | i | i | -2.2% | 0% | 0% | -2% | 22% | ?

Record cards (already shown). Order of values: BRCT inh green, UbGFP stabilizer, USP2a inh, A350 fluor, 4MU fluor, BRCT inh red, Epigenetic mod, Casp7 inh, Caspase-1 inhib, HEK293 cAMP cs, Fluorescein fluor
Cc1sc(NC(=O)c2ccc(Cl)s2)c(C(N)=O)c1C is listed with -1.3%, -2%, 1%, 8.6e-08M*, 6.8e-08M*, -1.4%, 3%, ?, ?, -20%, i
CC(C)OC(=O)CCc1nc2ccccc2[nH]c1=O is listed with 0.5%, 3%, 8%, 1.4e-07M*, 1.3e-07M*, -1.2%, 2%, 2%, -1%, -1%, ?
CCCc1cc(C(N)=O)c(NC(=O)c2ccoc2C)s1 is listed with 3.9%, -4%, 35%[activator], i, i, 0.1%, 0%, -8%, -14%, -2%, i
CN(C)/C=C(\C#N)c1nc2ccccc2[nH]1 is listed with 0.3%, -1%, -4%, i, i, 1.3%, 1%, 2%, -1%, -8%, i
CCC1(NC(C)=O)CC2CC1CC2NC(C)=O (stereo not drawn) is listed with -6.6%, -1%, 1%, ?, i, 0.7%, 2%, 0%, 3%, 3%, ?
